Source: PubChem BioAssay
MEP2 TOR yeast: alters MEP2-GFP fluorescence in TOR pathway yeast screen; S. cerevisiae MEP2-GFP strain, flow cytometry GFP, 3 h; 100% = DMSO control level; GFP response vs DMSO, % at 10 µM; hit rate 0.51% among 330,000; AID 2016;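 active = GFP response versus DMSO above a set limit, roughly screen mean plus 3 SD, cut at about 180% in these data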;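 also: median GFP fluorescence of the barcode-gated MEP2-GFP cells per well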
RPL19A TOR yeast: yeast TOR pathway RPL19A-GFP modulation; hit rate 0.3% among 330,000; percent response vs DMSO, % at 10 µM; S. cerevisiae RPL19A-GFP strain, flow cytometry, 3 h; stronger effect = lower value; AID 2025;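 active = percent response vs DMSO below 50%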;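 also: median channel GFP fluorescence of the barcoded RPL19A-GFP strain; ratio of sample median GFP to plate DMSO average so 100% = DMSO; lower means less RPL19A-GFP as with rapamycin TOR inhibition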
proCasp7 act: counter-screen: procaspase-7 (human) activation; recombinant procaspase-7, Ac-DEVD-pNA absorbance 405 nm; D23A/D198A/D206A triple mutant, cannot self-cleave; scale: DMSO 0, 5 µM enzyme 100; P55210; AID 463210; activation, % at 8.5 µM; hit rate 0.093% among 330,000;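 active = percent activation above the screen-wide mean plus 3 SD, cut at about 25% in these data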
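Detection: p-Nitroaniline absorbance at 405 nm, read at 0 and 120 min; system: Uncleavable procaspase-7 mutant enzyme; evaluation: % activation from two-timepoint absorbance difference, scaled to controls; times: 1 h enzyme–compound preincubation and 2 h substrate reaction, both 25 °C; buffer or medium: Zinc-free HEPES pH 7.4 with 300 mM NaCl, 0.01% Triton X-100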
JMJD2C inh: inhibitors of human GASC-1 (JMJD2C) demethylase | Q9H3R0 | GST-JMJD2C(1-420) H3K9me3 demethylation, DELFIA europium | inhibition, % at 2.35 µM | hit rate 0.069% among 330,000 | AID 2099;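 active = more than half of a compound's replicate wells show inhibition beyond 50%, single wells judged on their own value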;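 also: signal counts dimethyl H3K9 product captured on neutravidin plate; 0% = median of DMSO wells and 100% = 0.3 times that DMSO median; strong numbers were not always called active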
procasp3 activ: activates human procaspase-3; hit rate 0.11% among 330,000; recombinant procaspase-3 D3A, Ac-DEVD-pNA absorbance 405 nm; activation, % at 8.5 µM;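 active = activation above the mean of all tested compounds plus 3 SD, cut at about 21% in these data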;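 also: 0% = DMSO alone and 100% = DMSO wells spiked with extra 5 µM PC-3 D3A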
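Evaluation: percent activation relative to control range; Material: Procaspase-3 D3A mutant, all three cleavage aspartates alanine; Compound: single dose, 8.5 µM nominal compound, 0.8% DMSO; Replication: one well per compound; Signal: absorbance at 405 nm, 0 and 120 min; Schedule: 1 h preincubation plus 2 h reaction at 25 °C.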
CR mimetic SO: caloric restriction mimetics inhibiting age-related superoxide in yeast. S. cerevisiae aged cells, superoxide DHE fluorescence; stronger effect = lower value. superoxide response (% of plate mean), % at 10 µM. hit rate 0.18% among 330,000. AID 2690;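 active = superoxide response under a set limit, about three screen SD below normal, cut at about 65% in these data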;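 also: yeast aged for seven days with compound at 30 °C before DHE staining; 100% = average MFI of all compound-treated wells on the plate with controls excluded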
LAP4 TOR yeast: modulators of TOR pathway LAP4-GFP in S. cerevisiae; hit rate 0.34% among 320,000; GFP response vs DMSO, % at 10 µM; S. cerevisiae LAP4-GFP multiplex, flow cytometry GFP, 3 h; median GFP as percent of DMSO wells;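 active = GFP response vs DMSO above a set limit, about the screen mean plus 3 SD, cut at about 150% in these data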
AHR activator: activates the human aryl hydrocarbon receptor. P35869. AHR-responsive luciferase reporter cells, luminescence. activation, % at 5 µM. hit rate 2.5% among 320,000; in the data active = activation above about 47%;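 also: 0% = vehicle wells and 100% = reference agonist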
Target sequence (P35869 whole entry, looked up): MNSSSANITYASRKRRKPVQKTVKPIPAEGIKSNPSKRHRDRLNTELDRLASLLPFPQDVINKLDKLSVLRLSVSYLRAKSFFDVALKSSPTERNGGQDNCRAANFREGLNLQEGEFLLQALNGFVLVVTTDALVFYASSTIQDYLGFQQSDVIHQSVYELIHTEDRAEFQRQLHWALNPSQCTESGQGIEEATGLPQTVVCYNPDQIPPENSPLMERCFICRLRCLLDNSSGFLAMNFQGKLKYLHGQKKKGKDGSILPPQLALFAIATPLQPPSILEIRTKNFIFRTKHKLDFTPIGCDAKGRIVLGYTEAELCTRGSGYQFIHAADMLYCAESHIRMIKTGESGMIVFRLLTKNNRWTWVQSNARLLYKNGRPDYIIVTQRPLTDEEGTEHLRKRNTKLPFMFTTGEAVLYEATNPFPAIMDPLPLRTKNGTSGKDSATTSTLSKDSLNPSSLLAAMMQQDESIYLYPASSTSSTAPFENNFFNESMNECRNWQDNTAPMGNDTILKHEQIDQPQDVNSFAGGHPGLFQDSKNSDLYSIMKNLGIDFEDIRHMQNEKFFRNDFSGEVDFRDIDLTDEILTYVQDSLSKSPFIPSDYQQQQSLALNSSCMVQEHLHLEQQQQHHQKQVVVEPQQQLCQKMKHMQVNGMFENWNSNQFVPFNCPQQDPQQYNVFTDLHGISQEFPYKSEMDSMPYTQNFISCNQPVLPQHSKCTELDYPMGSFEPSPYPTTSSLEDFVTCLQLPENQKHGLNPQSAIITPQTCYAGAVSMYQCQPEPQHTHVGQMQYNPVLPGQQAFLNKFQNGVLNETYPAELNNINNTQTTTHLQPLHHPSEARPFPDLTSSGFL
* hit, by the source's call; . = not tested or not shown; & = joins results of further samples; [ ] = dose if it differs, or a comment.

SMILES	MEP2 TOR yeast	RPL19A TOR yeast	proCasp7 act	JMJD2C inh	procasp3 activ	CR mimetic SO	LAP4 TOR yeast	AHR activator
CCOc1ccc(NC(=S)N(CCc2c(C)[nH]c3ccc(C)cc23)Cc2ccncc2)cc1	97	98	-3	15	11	94	96	29
O=C(NCC1COCCO1)c1cc(COc2ccc(F)cc2F)on1 (stereo not given)	101	100	4	-16	1	93	107	-1
CC1CC(C)CN(C(=S)Nc2ccc3nc4n(c(=O)c3c2)CCCCC4)C1 (stereo not given)	108	101	4	-20	-2	98	117	0
O=C(O)c1cccc(N2C(=O)C3CC=CCC3C2=O)c1 (stereo not given)	110	102	-5	6	-1	78	110	-1
CCOc1ncccc1C(=O)OCC(=O)c1c[nH]c2ccccc12	113	108	-4	-1	6	90	115	29
CC(C)(C)c1ccccc1OCC(=O)NCCC(=O)O	101	107	11	-4	-1	92	101	-1
COc1cccc(NC(=O)NC2CCN(CC(=O)Nc3ccccc3[N+](=O)[O-])CC2)c1	96	106	3	-7	-11	135	90	22
CN(CC(O)CON=C1c2ccccc2-c2ccccc21)S(=O)(=O)c1ccc(Br)cc1 (stereo not given)	96	102	-3	-4	3	124	100	7
C/C(=N/NC(N)=S)c1ccccc1[N+](=O)[O-]	96	96	-7	10	-13	99	93	12
CCOc1ccc(NS(=O)(=O)c2ccc(C(=O)NCC(C)(C)N3CCOCC3)cc2)cc1	100	102	-4	14	-4	97	103	-2
CCOc1cc2[nH]c(=S)n(CCc3ccc(OC)c(OC)c3)c(=O)c2cc1OCC	101	99	2	-1	2	113	96	0
CC(C)NC(=O)c1ccc(N(Cc2ccc(Cl)cc2)S(C)(=O)=O)cc1	102	108	8	-7	5	90	84	2
CCN(CC)CCN1C(=O)C2C(C(=O)Nc3cccc(C)c3)C3C=CC2(O3)C1C(=O)NC1CCCC(C)C1C (stereo not given)	98	94	2	-1	5	96	104	-2
CC(C)C(=O)Nc1ccc(-c2ccc3nncn3n2)cc1	100	94	-7	3	-4	102	99	-3
Cc1ccc(OCCC(=O)OCC(=O)N2c3ccccc3CC2C)cc1 (stereo not given)	100	100	0	0	-1	95	102	0
CC(CCc1ccccc1)NC(=O)C(Cc1ccccc1)NC(N)=O (stereo not given)	89	91	3	-5	0	105	92	2
COc1cc(C(=O)NCC(c2ccco2)N2CCc3ccccc3C2)cc(OC)c1OC (stereo not given)	95	97	7	9	6	104	102	1
CC(=O)Nc1cccc(C(=O)N2CCN(S(=O)(=O)Cc3ccccc3)CC2)c1	101	105	-1	1	6	104	99	-1
COc1cccc(N2CCN(C(=S)Nc3ccc(C)cc3C)CC2)c1	98	102	2	14	8	103	91	-3
Cc1cc(=O)n2nc(N3CCC(C(=O)NCc4cccnc4)CC3)sc2n1	149	97	-1	6	-7	101	89	1
Cc1cc(NC(=O)c2cccnc2)ccc1NC(=O)c1cc2ccccc2o1	92	93	-3	-22	0	88	96	-4
CCN1CCN(C(=O)c2ccc3c(c2)c(C)c(C)n3Cc2ccccc2)CC1	97	92	2	0	4	99	95	2
COCCNC(=S)NCc1ccc2[nH]c3c(c2c1)CCCC3	103	99	0	0	2	86	96	21
CC1(C)C2CCC1(C(=O)O)c1nc3ccccc3nc12 (stereo not given)	99	87	8	-4	1	110	100	0
COc1cccc(CNc2ccc(S(N)(=O)=O)cc2)c1OCc1ccccc1F	101	101	4	-3	-11	99	97	48*

New compounds follow
SMILES	MEP2 TOR yeast	RPL19A TOR yeast	proCasp7 act	JMJD2C inh	procasp3 activ	CR mimetic SO	LAP4 TOR yeast	AHR activator
O=C(NCCN1CCOCC1)NC1(C(F)(F)F)Oc2ccc(Cl)cc2O1 (stereo not given)	97	99	-2	29&-17	-4	93	98	0
CCOC(=O)C1C(=O)C=C(c2cccs2)CC1c1ccccc1C (stereo not given)	105	103	-10	19	6	91	102	7
CCC/C(O)=C1\C(=O)CC(C)(C)CC1=Nc1ccc(OC)cc1	111	94	2	-12	4	95	94	-1
CC(C)c1onc(C(=O)Nc2cccc(Cl)c2)c1[N+](=O)[O-]	105	100	2	2	0	85	105	3
O=C(Nc1ccc(-c2nc3ccccc3o2)cc1)C1CCCO1 (stereo not given)	94	.	1	1	4	99	107	35
CCc1cccc(C)c1NC(=S)NCCc1c(C)[nH]c2ccc(C)cc12	98	97	2	-5	7	100	107	12
CC1(C)CC(=O)C2=C(C1)N(c1ccc(Cl)cc1)C(=O)C2(O)C(F)(F)F (stereo not given)	103	102	3	-5	-8	79	106	1
CCOc1cc(C)c(S(=O)(=O)N2CCCCC2)cc1C	92	94	-3	2	-4	87	139	0
O=S(=O)(NCC(c1cccnc1)N1CCN(Cc2ccccc2)CC1)c1ccc(Cl)cc1 (stereo not given)	99	104	-5	-14	3	99	91	7
CNc1ccccc1C(=O)OCC(C)=O	.	.	22	-7	22*	.	.	-1
O=C1CCC(=O)N1CN(Cc1ccco1)CN1C(=O)CCC1=O	93	89	-1	-6	5	92	83	0
Cc1sc2ncnc(OCC(=O)NC(C)C(C)C)c2c1C (stereo not given)	98	101	1	-4	7	93	95	2
Cc1ccc(Nc2ccc(C(F)(F)F)cc2[N+](=O)[O-])cc1	96[may fluoresce violet]	94[may fluoresce violet]	7	-1	5	100	91[may fluoresce violet]	0
CC(=O)c1ccc(-c2ccc(Cn3c(C)nc4cc(N)c(C)nc43)cc2)cc1	118	112	5	4	2	105	114	9
Cc1ccc(NC(=O)c2nc[nH]c2C(=O)NCCCCCCNC(=O)c2[nH]cnc2C(=O)Nc2ccc(C)cc2)cc1	105	100	11	.	3	119	96	1
O=S(=O)(c1ccc2nc(COc3ccccc3)[nH]c2c1)N1CCOCC1	108	105	-11	-1	9	103	100	3
N#C/C(=C/c1cccs1)c1ccccn1	94	95	0	14	-2	102	.	23
CCCOc1ccccc1/C=C1\SC(N2CCCCC2)=NC1=O	87	89	5	-7	-1	101	77	15
O=[N+]([O-])c1ccc(/C=N/n2c(-c3ccccc3)n[nH]c2=S)cc1	107	101	-22	1	-24	103	94	0
O=C(COc1ccccc1Br)Nc1ccccc1C(F)(F)F	100	99	4	-1	0	108	94	2
CCOC(=O)Nc1cccc2ccccc12	101	97	8	-2	3	106	86	3
COc1ccc(-c2nc3nc(C)cc(=O)n3[nH]2)cc1	107	102	15	5	6	96	102	-1
CCOC(=O)c1c(C)[nH]c(C)c1S(=O)(=O)N(C)CC(=O)Nc1cccc(C)n1	98	102	3	3	0	82	94	15
Cc1ccc(C(=O)c2cc(C)sc2N)cc1	90	92	-18	1	-1	87	101	2
CCN1CCN(CCCNC(=O)C2CCN(c3nnc(-n4c(C)ccc4C)s3)CC2)CC1	106	98	6	-24	5	84	103	51*

An excerpt of these results, with each value named:
molecule: N#C/C(=C/c1cccs1)c1ccccn1
- MEP2 TOR yeast: 94
- RPL19A TOR yeast: 95
- proCasp7 act: 0
- JMJD2C inh: 14
- procasp3 activ: -2
- CR mimetic SO: 102
- LAP4 TOR yeast: .
- AHR activator: 23

molecule: CCC/C(O)=C1\C(=O)CC(C)(C)CC1=Nc1ccc(OC)cc1
- MEP2 TOR yeast: 111
- RPL19A TOR yeast: 94
- proCasp7 act: 2
- JMJD2C inh: -12
- procasp3 activ: 4
- CR mimetic SO: 95
- LAP4 TOR yeast: 94
- AHR activator: -1

(next part)
SMILES	MEP2 TOR yeast	RPL19A TOR yeast	proCasp7 act	JMJD2C inh	procasp3 activ	CR mimetic SO	LAP4 TOR yeast	AHR activator
CC(=O)N(CCc1ccccc1)Cc1cc2ccc(C)c(C)c2[nH]c1=O	113	100	1	-16	-8	74	94	2
Cc1ccc(C(=O)NCc2ccccc2)cc1Br	93	102	10	15	-1	95	99	0
C/C(=C/C(=O)NCc1ccccc1)C(=O)O	103	96	13	-3	5	119	103	-2
COc1ccc(-c2cc(C(F)(F)F)n3nc(C(=O)Nc4cc(C)on4)cc3n2)cc1OC	97	99	-4	0	-2	102	95	2
CCOC(=O)C1CCCCN1C(=O)c1ccc2nc(Cc3ccc(OC)cc3)oc2c1 (stereo not given)	95	96	-1	5	1	103	103	-1
COc1ccc(/C=C(\NC(=O)c2cccs2)C(=O)Nc2cccc3ccccc23)cc1OC	95	98	8	-15	-10	114	96	5
O=C(c1ccc([N+](=O)[O-])cc1)n1nc(-c2ccccc2)nc1NCc1ccccc1	106	98	-6	-8	2	97	103	14
O=C(N/C(=C/C=C\c1ccccc1)C(=O)N1CCOCC1)c1ccc(Br)cc1	95	96	9	-2	7	83	98	2
CCC(C(=O)Nc1cccc(C(F)(F)F)c1)c1ccccc1 (stereo not given)	96	99	3	7	-7	103	103	4
Cc1ccc(-c2nc3ccccn3c2NCc2ccc3c(c2)OCO3)cc1	102	99	-6	27	4	99	96	109*
CCOC(=O)N1CCN(C(=O)CCCn2c(=S)[nH]c3ccc(Br)cc3c2=O)CC1	99	100	2	-7	0	89	89	2
O=C(C1CCN(S(=O)(=O)c2ccc(F)cc2)CC1)N1CCOCC1	101	99	-13	-6	5	110	102	-1
COc1ccc(-c2nnc(SC(C)C#N)o2)cc1 (stereo not given)	96	96	9	-8	0	101	97	14
O=C(NC1CCN(C(=O)Nc2cccc(F)c2)CC1)c1ccco1	101	96	-7	0	3	108	96	3
CCN(CC)S(=O)(=O)c1cccc(C(=O)Nc2cc(C)on2)c1	105	101	10	-7	7	100	95	2
CCCCOc1ccc(-c2c(C#N)c(N)[nH]c(=S)c2C#N)cc1	98	99	-18	-3	-21	113	110	-1
Cc1ccc(S(=O)(=O)N2CCCC2CNC(=O)C(=O)Nc2ccc(F)cc2F)cc1 (stereo not given)	100	100	3	-4	5	86	121	-1
COc1ccc(C(=O)CCS(=O)(=O)c2ccc(C)cc2)cc1OC	96[may fluoresce green]	94[may fluoresce green]	-24	-2	-27	105	111[may fluoresce green]	6
Cc1ccc(CNC(=O)CCn2ccc3cc(S(=O)(=O)N4CCCC4)ccc32)cc1	100	99	-3	-14	-1	102	94	3
COc1ccc(N(CC(=O)Nc2cc(C(=O)O)ccc2C)S(=O)(=O)c2c(C)noc2C)cc1	98	101	-1	13	3	104	87	0
Cc1onc(C(=O)N2CCN(C(c3ccccc3)c3ccccc3)CC2)c1[N+](=O)[O-]	99	97	4	-6	-6	107	91	-1
Cc1ccc(CNC(=O)C2CCCN(C(=O)Nc3ccc(F)cc3)C2)cc1 (stereo not given)	109	105	-6	-2	0	88	104	-1
O=C1CCc2cc(NS(=O)(=O)c3ccc(Br)cc3)cc3c2N1CC3	105	104	9	125	2	102	102	5
N#CCC(=O)Nc1ccc(C(=O)OCC(=O)c2ccc3c(c2)NC(=O)CO3)cc1	100	97	-1	-2	2	86	94	4
O=C(CSc1ncnc2sc(-c3ccccc3)cc12)NC1CCS(=O)(=O)C1 (stereo not given)	105	104	4	3	-3	92	111	-2
CC(=O)c1c(C)[nH]c(C(=O)COC(=O)CCOc2ccc(C)cc2)c1C	99	96	5	15	-6	91	104	2
COC(=O)Cc1c(C)nc2nc(-c3ccc(Cl)cc3)[nH]n2c1=O	95	91	7	19	3	103	96	4
